CHO parental Ca – signal in parental CHO cells, OX1R antagonist counter-screen | AID 463079 | parental CHO-K1, ATP-induced calcium, Fluo-8 fluorescence | 330,000 compounds, 0.63% hits | inhibition, % at 5.6 µM;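 active means inhibition above that plate's mean sample inhibition plus 3 SD, cut at about 26% in these data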;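 further: 0% = ATP-challenged DMSO wells and 100% = DMSO wells without ATP; some compounds past the cut are filed as inactive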
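material = parental CHO cells | also added = ATP as calcium-mobilizing challenge | dosing = single point at 5.6 µM | detection = intracellular calcium via Fluo-8 no-wash fluorescent dye | read-out = % inhibition | benchmarks = low control ATP plus DMSO, high control DMSO only | repeats = one well per compound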
V1R ag counter – counter-screen for oxytocin receptor agonists: human V1a receptor agonists | P37288 | CHO-V1R cells, Fluo-8 calcium fluorescence, agonist mode; 0% DMSO, 100% 3 nM vasopressin | activation, % at 3 µM | 320,000 compounds, 0.25% hits | AID 2797;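 active means activation above the mean activation of all tested compounds plus 3 SD, per screening run, cut at about 20% in these data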;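 further: signal is peak over basal fluorescence ratio across a 100 second FLIPR read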
Target sequence (P37288 whole entry, looked up): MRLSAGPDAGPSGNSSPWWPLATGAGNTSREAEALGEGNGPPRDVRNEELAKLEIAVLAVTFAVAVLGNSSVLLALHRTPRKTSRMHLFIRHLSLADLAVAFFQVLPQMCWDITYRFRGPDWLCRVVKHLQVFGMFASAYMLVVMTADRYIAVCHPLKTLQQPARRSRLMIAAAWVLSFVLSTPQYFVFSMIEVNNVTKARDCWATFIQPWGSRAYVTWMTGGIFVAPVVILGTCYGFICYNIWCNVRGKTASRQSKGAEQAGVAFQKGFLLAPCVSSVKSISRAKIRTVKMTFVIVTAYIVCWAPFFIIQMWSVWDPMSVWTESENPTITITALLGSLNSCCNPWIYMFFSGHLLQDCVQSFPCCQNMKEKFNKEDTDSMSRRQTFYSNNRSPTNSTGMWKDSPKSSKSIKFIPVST
CHO-K1 Ca antag – M1 antagonist counterscreen hit in parental CHO-K1 cells; ATP-induced calcium, Fluo-8 fluorescence; inhibition, % at 3 µM; 360,000 compounds, 0.6% hits;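 active means inhibition above a per-plate cutoff, the plate's mean sample inhibition plus 3 SD, cut at about 24% in these data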;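 further: 0% = DMSO plus EC80 ATP and 100% = DMSO alone without ATP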
M1 PAM parental – M1 PAM counterscreen hit in parental CHO-K1 cells; 360,000 compounds, 0.02% hits; AID 602247; activation, % at 3 µM; ATP EC20, Fluo-8 calcium fluorescence; 0% at ATP EC20, 100% at ATP max;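 active means activation above the run cutoff, the mean activation of all test compounds plus 3 SD, cut at about 40% in these data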;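 further: peak over basal fluorescence ratio in a 140 s read after ATP addition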
OXTR ag – agonists of human oxytocin receptor. CHO-OTR cells, Fluo-8 calcium fluorescence; normalized: DMSO 0%, oxytocin 100%. activation, % at 3 µM. 320,000 compounds, 0.32% hits. AID 2435;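 active means activation above the mean of all tested compounds plus 3 SD, cutoff set per screening run, cut at about 20% in these data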;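 further: peak over basal fluorescence ratio from a 100 s FLIPR kinetic read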
TAAR1 antagonist – human TAAR1 antagonism; Q96RJ0; CHO RD-HGA16 TAAR1, Fluo-8 calcium fluorescence, antagonist; inhibition, % at 3 µM; 360,000 compounds, 1.5% hits;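 active means inhibition above a per-plate cutoff, the mean inhibition of test compounds on that plate plus 3 SD, cut at about 49% in these data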;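 further: 0% = DMSO plus EC80 beta-PEA response and 100% = DMSO alone without agonist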
Target sequence (Q96RJ0 whole entry, looked up): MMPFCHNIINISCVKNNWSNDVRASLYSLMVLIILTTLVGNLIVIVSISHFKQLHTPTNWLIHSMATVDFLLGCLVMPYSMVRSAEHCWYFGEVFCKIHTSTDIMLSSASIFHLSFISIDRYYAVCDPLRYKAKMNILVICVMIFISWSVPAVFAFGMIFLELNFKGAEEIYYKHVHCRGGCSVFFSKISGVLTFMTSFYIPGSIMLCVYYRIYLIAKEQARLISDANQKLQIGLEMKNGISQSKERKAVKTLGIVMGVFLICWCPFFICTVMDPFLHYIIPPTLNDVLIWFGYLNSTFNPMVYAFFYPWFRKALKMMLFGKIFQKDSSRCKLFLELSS
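Test system: hTAAR1-expressing CHO RD-HGA16 cells, Gα16-coupled; Probe or stimulus: EC80 β-phenethylamine stimulus; Compound dosing: single nominal final test compound concentration of 3 µM; Timing: 140 s kinetic read after compound, 140 s after agonist; Signal: Fluo-8 calcium-sensitive fluorescence; Measure: % inhibition of agonist calcium response; Controls: DMSO and EC80 PEA controls.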
CHO-K1 Ca ag – nonselective activator or artifact in parental CHO-K1 cells. activation, % at 3 µM. 360,000 compounds, 0.48% hits. AID 602248. Fluo-8 calcium fluorescence; scaled to maximal ATP response, vehicle zero; in the data active means activation above about 15%;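 further: untransfected CHO-K1 host cells lacking M1 receptor as counterscreen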
GPR7 antagonist – antagonists of human GPR7 (neuropeptides B/W receptor 1); AID 1861; inhibition, % at 4.4 µM; 290,000 compounds, 1.1% hits; P48145; GPR7-expressing cells, fluorescence antagonist assay; in the data active means inhibition above about 16%, passing the limit was not always enough;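 further: cells stimulated with the agonist NPW; 0% = agonist with vehicle and 100% = vehicle without agonist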
Target sequence (P48145 whole entry, looked up): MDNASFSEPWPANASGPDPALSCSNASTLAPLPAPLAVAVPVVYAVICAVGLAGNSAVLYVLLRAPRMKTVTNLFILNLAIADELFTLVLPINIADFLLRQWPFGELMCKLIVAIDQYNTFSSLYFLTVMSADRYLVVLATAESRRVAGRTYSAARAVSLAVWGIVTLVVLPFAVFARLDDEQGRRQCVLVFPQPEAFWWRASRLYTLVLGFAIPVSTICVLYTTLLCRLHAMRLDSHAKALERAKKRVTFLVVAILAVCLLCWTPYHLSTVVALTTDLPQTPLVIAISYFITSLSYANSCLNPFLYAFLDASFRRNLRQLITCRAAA
OXTR potentiate – potentiators of human oxytocin receptor. CHO-OTR cells, Fluo-8 calcium fluorescence, potentiator mode; 0% = oxytocin EC15, 100% = EC100. P30559. 320,000 compounds, 0.061% hits. activation, % at 3 µM;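 active means activation above that plate's cutoff, the mean activation of tested compounds plus 3 SD, cut at about 6.6% in these data, passing the limit was not always enough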;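 further: 100% uses oxytocin at 75 nM as the full agonist control; some results filed as inactive read as strong as hits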
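assay system = CHO-OTR cells, human receptor | schedule = compound 6 min at room temperature before oxytocin, 100 s read | detection = Fluo-8 intracellular calcium fluorescence, ex 470-495, em 515-575 nm | evaluation = normalized max/min fluorescence ratio, % activation | control set = EC15 oxytocin alone as 0%, 75 nM oxytocin (EC100) as 100%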
Numbers without * were called inactive; / = no result given.

Molecule | CHO parental Ca | V1R ag counter | CHO-K1 Ca antag | M1 PAM parental | OXTR ag | TAAR1 antagonist | CHO-K1 Ca ag | GPR7 antagonist | OXTR potentiate
CCOC(=O)c1sc(NC(=O)CSc2nc(O)c(Cc3ccccc3)c(=O)[nH]2)nc1C | 1 | -0.5 | 15 | 2 | 0.8 | 8 | -0.4 | -1 | -4
COc1ccccc1CNC(=O)C1CCCN(S(C)(=O)=O)C1 (stereo unspecified) | 2 | 0.6 | -15 | 5 | -0.3 | -10 | 0.5 | -13 | -4
Fc1ccc(-c2nc3nc4ccccc4nc3n2Cc2ccco2)cc1 | -9 | -2.1 | -4 | 14 | -1.0 | 23 | 0.7 | 6 | -4
O=C(N=Nc1c(O)n(Cc2ccccc2)c2ccccc12)c1ccncc1 | -10 | -0.1 | -11 | 15 | -2.0 | 12 | 4.9 | 14 | -3
Cc1ccc(CNC(=O)C2CC(c3ccc([N+](=O)[O-])cc3)=NO2)cc1 (stereo unspecified) | -6 | 4.3 | -12 | 10 | 1.2 | 16 | 0.8 | 7 | -15
CC(C)OC(=O)CSc1nc(N2CCOCC2)c2c(c1C#N)CC(C)(C)OC2 | -37 | 0.1 | -12 | 13 | -1.9 | 0 | -0.2 | -4 | -11
COc1cc2c(cc1OC)CN(CC(=O)Nc1ccc(C)c(S(=O)(=O)N3CCOCC3)c1)CC2 | -21 | 3.6 | -9 | 13 | 2.5 | -23 | 1.6 | -16 | -7
Cc1sc2ncnc(SCC(=O)c3ccc4c(c3)OCCO4)c2c1-c1ccccc1 | -28 | 0.4 | -2 | 15 | -1.1 | -26 | -0.1 | -5 | -4
CCn1c(C)nnc1SCC(=O)NC1CCCC1 | -4 | 0.3 | -15 | 7 | 0.3 | -1 | 1.1 | -10 | -11
COc1ccc2c(c1)CC[C@@H]1[C@@H]2CC[C@]2(C)C(=O)CC[C@@H]12 | -12 | 0.0 | 9 | -10 | -0.1 | -8 | 0.7 | -11 | -6
COc1cc(C(=O)NCC(c2cccs2)N2CCOCC2)cc(OC)c1OC (stereo unspecified) | -16 | 0.1 | 4 | 8 | -0.3 | -22 | -0.6 | / | -13
CCOc1ccc(CCNC(=O)c2ccc(CNS(=O)(=O)c3ccccc3)cc2)cc1OCC | -16 | 2.9 | 1 | 9 | 2.0 | 36 | 7.5 | -4 | -10
CN(C)c1ccnc2sc(C(N)=O)c(N)c12 | -11 | 0.6 | -5 | -5 | 1.2 | 3 | -0.4 | -15 | 7
CCOc1ccccc1CNC(=O)CCCC(=O)n1nc(C)c2ccccc21 | -25 | 0.4 | -2 | -20 | -1.6 | -5 | 1.2 | 9 | -6
O=C1CCCC(O)=C1N=Nc1ccc2c(c1)OCO2 | -8 | 0.2 | 3 | 10 | 0.5 | -9 | 0.8 | -12 | -3
C[C@H]1CN([C@@H](C)CO)C(=O)CCCn2cc(nn2)CO[C@@H]1CN(C)C(=O)Oc1ccccc1 | / | / | 7 | 20 | / | -12 | 0.7 | / | /
Cc1ccc(-c2noc(COc3ccc4c(c3)OCO4)n2)cc1 | -6 | 1.4 | 19 | 6 | 1.3 | -11 | 0.1 | -18 | 5
CCOc1ccc(OCCC(=O)Nc2ccc(N3CCOCC3)cc2N2CCOCC2)cc1 | / | / | 2 | 7 | / | -8 | -0.1 | / | /
CN(C)S(=O)(=O)N(CC(=O)N1CCN(c2ccccc2F)CC1)c1ccccc1 | -7 | 0.8 | -1 | 14 | 0.8 | -20 | 4.8 | -13 | -1
O=C(NC1CCCCC1)C1c2ccccc2OCC(=O)N1Cc1ccco1 (stereo unspecified) | / | / | -15 | 21 | / | -10 | 1.0 | / | /
Cc1ccc(S(=O)(=O)CC(=O)c2ccccc2[N+](=O)[O-])cc1 | -6 | -0.2 | 5 | -5 | -0.1 | -32 | -0.3 | -15 | 0
CC(=O)Cc1nsc(NC(=O)c2cc(-c3ccc(Cl)c(Cl)c3)oc2C)n1 | -14 | 0.1 | 4 | 5 | -0.5 | -5 | 0.0 | -8 | 1
CN(C)Cc1cc(C(C)(C)C)cc(N2CCOCC2)c1O | / | / | -13 | 3 | / | -4 | -0.1 | / | /
COc1ccc(/C=N/n2cnc3c([nH]c4ccc(Br)cc43)c2=O)cc1CN1CCOCC1 | -3 | 0.6 | / | / | 1.9 | 10 | / | -1 | -6
COc1cc2ccccc2cc1C(=O)OCC(=O)N(CC(C)C)c1c(N)n(Cc2ccccc2)c(=O)[nH]c1=O | -10 | 3.2 | 15 | -12 | 3.2 | 18 | -0.1 | / | -14

(next part)
Molecule | CHO parental Ca | V1R ag counter | CHO-K1 Ca antag | M1 PAM parental | OXTR ag | TAAR1 antagonist | CHO-K1 Ca ag | GPR7 antagonist | OXTR potentiate
Cc1[nH]c2ccccc2c1/C=N/NC(=O)Nc1ccccc1 | 2 | 3.8 | 9 | -9 | 1.1 | 14 | 0.7 | -6 | -11
CC(C)(C)Cc1nc2ccccc2n1CCc1ccccc1 | -22 | 0.0 | -16 | -3 | -1.8 | -14 | -0.5 | -1 | -8
CC1Cc2ccccc2N1S(=O)(=O)c1cccc(C(=O)OCC(=O)N2CCOCC2)c1 (stereo unspecified) | -16 | 0.1 | 0 | 9 | -0.9 | -3 | 0.1 | / | 0
O=S(=O)(c1cccs1)N1CN(Cc2ccc(Cl)cc2)c2nc3ccccc3nc21 | -14 | -0.2 | -1 | 20 | -0.4 | -9 | 1.1 | -6 | -5
CCc1nc2ccc(C(=O)Nc3cccc(OCC(=O)N(C)C)c3)cn2c1N(C)Cc1ccc(OC)cc1 | / | / | 6 | -6 | / | 54* | 4.4 | / | /
COc1ccc(-c2nc(=S)c3c(n2CCN2CCOCC2)CC(C)(C)OC3)cc1 | 1 | -0.8 | -12 | 15 | -0.5 | -5 | 0.3 | -16 | -14
CCOC(=O)C1=C(SCC)c2cc3c(n2C1=O)CCCC3 | -23 | -0.5 | -4 | 4 | -2.4 | -3 | -0.9 | -7 | -10
CCCCNC(=S)NNC(=O)CCn1nc(C)c(Br)c1C | -12 | 0.1 | -9 | 21 | -0.6 | 7 | -0.2 | 12 | -2
CCOc1cc(C(=O)CSc2nnc(CNc3ccc(Cl)cc3)o2)ccc1NC(=O)CC | -5 | 3.6 | -21 | 2 | 3.6 | -23 | 6.3 | 19 | -6
Cc1ccc(CCNC(=O)c2nn(C)c3c2CS(=O)(=O)c2ccccc2-3)cc1 | -8 | 0.8 | 11 | -25 | -0.1 | 30 | 5.5 | -5 | -9
CC[C@@H](C)[C@@H](C(=O)N1CCN(C(=O)OC(C)(C)C)CC1)n1cc(CCCCNC(=O)OC(C)(C)C)nn1 | -15 | 6.1 | 20 | -10 | 5.9 | 69* | 15 | -24 | -16
O=C(NCc1ccc2c(c1)OCO2)C(c1ccco1)N(C(=O)c1csnn1)c1ccccc1 (stereo unspecified) | -14 | -0.3 | 5 | 6 | -0.9 | 35 | 3.2 | -1 | -4
CCCc1nc(SCC(=O)NNC(=O)c2ccc(OC)cc2)c2ccccc2n1 | -24 | -0.8 | -15 | 13 | -2.6 | -12 | -0.9 | -3 | -1
CN1C(=O)c2ccc(NC(=O)C3CCCCC3)cc2C1=O | -18 | 0.0 | -17 | 16 | 0.3 | -5 | 0.1 | -10 | -1
O=C(CN1CCCC1)NCC12CC3CC(CC(C3)C1)C2 | -9 | 0.8 | -12 | 8 | 1.3 | -32 | 0.6 | 5 | -6
CC1(C)CC(NC(=O)CC2CCCCC2)CC(C)(C)N1 | 4 | 1.5 | -2 | 18 | 0.8 | 1 | 0.2 | -16 | -10
O=C1CC(c2ccccc2)CC(O)=C1C=NCCCN1CCOCC1 (stereo unspecified) | -16 | -0.4 | -5 | 8 | 1.1 | -6 | 0.5 | 0 | 7
CCOC(=O)c1cc(NC(=O)c2cccnc2)cc(C(=O)OCC)c1 | -23 | -0.2 | -13 | 17 | -1.0 | 21 | 1.8 | -5 | -1
COc1cc(/C=N/NC2=NC(C)(C)Cc3ccccc32)cc(OC)c1OC | -26 | -1.2 | -2 | 8 | -2.5 | 19 | -0.2 | 0 | -9
CCN(CC)C(=O)c1ccc(-c2cccs2)s1 | -10 | -0.6 | -13 | 20 | -2.9 | -43 | -0.5 | -15 | -6
O=C(c1cc2c(s1)CCCC2)n1cccn1 | 6 | -0.2 | -16 | 21 | -0.9 | / | 1.8 | -12 | 2
Cc1ccc(-n2nnnc2CNC(=O)C2CC(=O)N(c3ccc(F)cc3)C2)cc1C (stereo unspecified) | -4 | -0.6 | -2 | -12 | -0.7 | -13 | -0.4 | / | -1
COC(=O)COc1ccc(S(=O)(=O)NCc2ccco2)cc1Cl | -19 | 0.3 | -17 | -14 | 1.0 | -29 | 0.6 | -5 | -14
CSCCC(NC(=O)c1ccc([N+](=O)[O-])cc1Cl)C(=O)OCC(=O)NCC(F)(F)F (stereo unspecified) | 10 | 0.4 | -10 | 21 | 0.6 | -20 | 1.2 | -4 | -3
CCOc1ccc(CCN2C(=S)N([C@@H](CC(C)C)CN3CCCC3CN3C(=S)NC[C@@H]3CC(C)C)C[C@@H]2Cc2ccccc2)cc1 (stereo partly specified) | / | / | -1 | 12 | / | -20 | 0.2 | / | /

The listing continues.
Molecule | CHO parental Ca | V1R ag counter | CHO-K1 Ca antag | M1 PAM parental | OXTR ag | TAAR1 antagonist | CHO-K1 Ca ag | GPR7 antagonist | OXTR potentiate
CC1CCN(N=Nc2nc3c([nH]2)c(=O)n(C)c(=O)n3C)CC1 | / | / | -10 | 2 | / | -28 | -0.2 | / | /
Cc1ccc(C(=O)NNC(=O)c2ccc3ncccc3c2)cc1 | / | / | -5 | -1 | / | -4 | 0.3 | 1 | /
CCC(=O)c1ccc2c(c1)OCCO2 | 1 | 0.0 | -12 | 16 | -0.7 | -12 | 0.8 | -7 | 0
Cc1ccc(NC(=O)CN(C)C(=O)c2ccc(Br)o2)cc1 | -8 | 1.4 | 3 | -3 | 9.8 | -4 | 0.9 | -7 | -2
Cc1noc(C)c1S(=O)(=O)N(CC(=O)N1CCCC1)c1ccc(C(C)C)cc1 | -8 | -0.2 | -9 | 18 | -1.6 | -9 | 0.2 | -2 | -7
COc1ccnc(-n2cccc2C=O)c1C#N | -8 | 0.1 | 3 | -1 | 0.9 | / | -0.2 | -13 | 6

Entries of single compounds as entered above:
Entry for CCC(=O)c1ccc2c(c1)OCCO2 = CHO parental Ca: 1; V1R ag counter: 0.0; CHO-K1 Ca antag: -12; M1 PAM parental: 16; OXTR ag: -0.7; TAAR1 antagonist: -12; CHO-K1 Ca ag: 0.8; GPR7 antagonist: -7; OXTR potentiate: 0
Entry for Cc1noc(C)c1S(=O)(=O)N(CC(=O)N1CCCC1)c1ccc(C(C)C)cc1 = CHO parental Ca: -8; V1R ag counter: -0.2; CHO-K1 Ca antag: -9; M1 PAM parental: 18; OXTR ag: -1.6; TAAR1 antagonist: -9; CHO-K1 Ca ag: 0.2; GPR7 antagonist: -2; OXTR potentiate: -7

Assay outcomes from PubChem.
